Source: PubChem (National Center for Advancing Translational Sciences (NCATS))
Pin1 inhibitor: blocks the human prolyl isomerase Pin1 | Q13526 | Potency, µM (doses to about 115 µM), for the others: top-dose activity, negative = inhibition, usual class: inhibitors | 390,000 tested, 0.009% active | Pin1 FP peptide displacement, HiFluor488, 10 min; active = well fitted inhibition curve with a large enough effect in the polarisation, with a control signal flat, not every such curve was filed as active; inconclusive = small, poorly fitted or top-dose-only effect, or effect the other way, or a change in a side signal; inactive = no such curve, though single readings can be large or run the other way; the % refers to the polarisation; also: % is scaled to controls: 0 for no effect and ±100 for the full control effect
PGK inhibitor: inhibitors of T. brucei phosphoglycerate kinase | P07378 | PGK/GAPDH coupled, Kinase-Glo luminescence, 60 min | Potency, µM (top dose mostly 57.5 µM), inactives show top-dose activity change, negative = inhibition, most hits filed as inhibitors | 380,000 tested, 0.043% active | AID 602233; also: % is scaled to controls: 0 for no effect and ±100 for the full control effect; nearly all actives have a fitted effect of over 60% in size
Target sequence (P07378 whole entry, looked up): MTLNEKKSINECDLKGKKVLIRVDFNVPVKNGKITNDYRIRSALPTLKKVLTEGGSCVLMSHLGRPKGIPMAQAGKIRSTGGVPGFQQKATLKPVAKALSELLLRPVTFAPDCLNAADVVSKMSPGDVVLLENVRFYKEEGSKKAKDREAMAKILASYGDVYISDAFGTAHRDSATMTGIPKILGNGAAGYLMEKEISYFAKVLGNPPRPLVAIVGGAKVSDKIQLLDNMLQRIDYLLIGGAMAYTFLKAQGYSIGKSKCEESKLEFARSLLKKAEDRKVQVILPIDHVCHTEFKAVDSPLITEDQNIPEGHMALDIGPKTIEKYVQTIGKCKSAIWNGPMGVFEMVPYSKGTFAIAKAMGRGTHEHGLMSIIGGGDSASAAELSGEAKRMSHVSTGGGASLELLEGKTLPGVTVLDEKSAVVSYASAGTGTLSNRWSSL
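Recombinant glycosomal PGK reaction used 1,3-bisphosphoglycerate generated in-well by GAPDH (100nM final) in 100mM TEA pH 7.6, 5mM MgCl2, 0.01% Tween-20. After 60 minutes at room temperature, ATP was read by Kinase-Glo Plus luminescence end-point.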
JMJD2A Tudor inh: inhibitors of human JMJD2A Tudor domain; O75164; AlphaScreen JMJD2A-Tudor / H3K4me3 peptide binding; Potency, µM (series often up to 114 µM), for inactives: at the top dose activity change, negative = inhibition, actives largely listed as inhibitors; 390,000 tested, 4.4% active; also: % is scaled to controls: 0 for no effect and ±100 for the full control effect; nearly all actives have a fitted effect of over 50% in size
HP1b binding inh: inhibitors of HP1-beta chromodomain binding to methylated histone tails | P83916 | AlphaScreen HP1-beta / biotin-H3K9me3 peptide binding | Potency, µM (top dose mostly 114 µM), for inactives: at the highest dose activity change, negative = inhibition, most hits filed as inhibitors | 390,000 tested, 0.56% active; also: nearly all actives have a fitted effect of over 70% in size; inactives centre near 23
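Compound inhibition of the preformed complex between 50 nM HP1-beta and 50 nM biotinylated H3K9me3 peptide was read by AlphaScreen. Buffer was PBS pH 7.4 with 0.01% Tween-20. Incubations ran 30 min at room temperature, with 10 ug/mL donor/acceptor beads.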
ERG-DNA inh: ERG Ets/DNA interaction inhibition; P11308; fluorescence polarization, His-ERG Ets domain / labelled DNA; Potency, µM (top dose mostly 76.9 µM), inactives show top-dose FP activity, negative = inhibition, usual class: inhibitors; 370,000 tested, 0.028% active; active = well fitted inhibition curve with a large enough effect in the polarisation, with a control signal flat; inconclusive = small, poorly fitted or top-dose-only effect, or effect the other way, or a change in a side signal; inactive = no such curve, though single readings can be large or run the other way; the % refers to the polarisation;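 also: polarization taken with two DNA probes labelled with fluorescein and Texas red; % of control where 0% means no effect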
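His-tagged ERG Ets domain (1 uM in the protein solution; 300mM KCl, 50mM Tris-HCl, 1mM EDTA, 1mM DTT, pH 7.5) received compound, then a probe mix of 5 nM fluorescein-DNA and 100nM Texas-615-DNA. Fluorescence polarization was read for both dyes.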
12-LOX inh: inhibitors of human 12S-lipoxygenase ALOX12 | P18054 | 580,000 tested, 1.1% active | purified 12hLO, xylenol orange hydroperoxide absorbance | Potency, µM (top dose mostly 108 µM), inactives show at the top dose activity change, negative = inhibition, hits mostly inhibitors; also: % is scaled to controls: 0 for no effect and ±100 for the full control effect
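Purified human 12hLO (150 nM final) in 25 mM Hepes, 0.01% Triton X-100, pH 7.0 was preincubated 15 min at room temperature with compound. Then 40 uM arachidonic acid was added, 30 min. Hydroperoxide was read by Fe-XO absorbance ratio 573/405 nm.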
rTrxR1 inhibitor: rat TrxR1 inhibition; Potency, µM (top dose mostly 114 µM), for inactives: top-dose activity change, negative = inhibition, usual class: inhibitors; AID 588453; 390,000 tested, 1% active; O89049; recombinant rTrxR1, NADPH fluorescence consumption, selenite substrate; also: % is scaled to controls: 0 for no effect and ±100 for the full control effect; nearly all actives have a fitted effect of over 65% in size
Target sequence (O89049 whole entry, looked up): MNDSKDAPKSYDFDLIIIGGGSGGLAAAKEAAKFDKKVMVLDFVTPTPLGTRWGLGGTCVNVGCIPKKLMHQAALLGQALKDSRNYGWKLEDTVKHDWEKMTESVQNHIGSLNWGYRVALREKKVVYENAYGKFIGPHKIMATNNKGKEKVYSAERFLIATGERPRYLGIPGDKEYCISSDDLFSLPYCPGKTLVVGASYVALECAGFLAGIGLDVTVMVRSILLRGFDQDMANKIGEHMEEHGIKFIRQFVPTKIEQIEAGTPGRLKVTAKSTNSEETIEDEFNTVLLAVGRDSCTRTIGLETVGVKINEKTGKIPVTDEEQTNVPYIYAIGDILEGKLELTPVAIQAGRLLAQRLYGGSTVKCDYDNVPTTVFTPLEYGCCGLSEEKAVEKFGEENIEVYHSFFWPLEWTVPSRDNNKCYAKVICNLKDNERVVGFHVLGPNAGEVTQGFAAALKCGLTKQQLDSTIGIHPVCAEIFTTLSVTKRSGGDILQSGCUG
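Rat TrxR1 (90 nM in the dispensed reagent) was pre-reduced with 400 uM NADPH for 5 min at room temperature, then incubated with compound for 15 min. After 400 uM selenite was added, NADPH fluorescence (Ex 340/Em 450 nm) was followed for 8 min.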
GLS inh: blocks human kidney-isoform glutaminase activity. GLS enzymatic activity, qHTS titration. Potency, µM (doses to about 45.5 µM), for inactives: top-dose activity change, negative = inhibition, actives largely listed as inhibitors. 410,000 tested, 0.21% active; also: % is scaled to controls: 0 for no effect and ±100 for the full control effect
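Enzyme dispensed in phosphate buffer (45 mM, pH 8.2, 0.02% Tween-20), compounds pinned in, then 1 mM L-glutamine solution and the glutamate oxidase–HRP–Amplex Red mix added; fluorescence read immediately and again after 30 min at room temperature.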
RGS4 inhibitor: blocks human RGS4-accelerated GTP hydrolysis; P49798; Transcreener GDP fluorescence polarization, RGS4-accelerated GTP hydrolysis; Potency, µM (highest dose often 114 µM), for inactives: at the top dose activity change, negative = inhibition, most hits filed as inhibitors; 390,000 tested, 0.039% active; also: % is scaled to controls: 0 for no effect and ±100 for the full control effect; nearly all actives have a fitted effect of over 75% in size; some results filed as inactive show a strong effect at the top dose
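MLSMR compounds (23 nl, pin-transferred) preincubated 10 min at room temperature with a 500nM (2x) first reagent, then RGS4 at 900nM (2x) plus Transcreener GDP mix added; fluorescence polarization (620/688 nm) read before and after 90 min at 30 °C.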
The depositor's hits bear a star; i = inactive; ? = inconclusive; nt = no result given; & = joins results of further samples; [ ] = remark or other dose. Unless noted, calls follow the shape of the dose curve; as a rule, active = well fitted curve in the direction sought with a large enough effect; inconclusive = small, poorly fitted or top-dose-only effect, or another doubt; inactive = no such curve, though single readings can be large; an effect the other way counts as inactive or inconclusive. Potency is read from the fitted curve at half-maximal effect. These rows are one share of the data. The share of hits here may be higher or lower than overall.

Pin1 inhibitor | PGK inhibitor | JMJD2A Tudor inh | HP1b binding inh | ERG-DNA inh | 12-LOX inh | rTrxR1 inhibitor | molecule | GLS inh | RGS4 inhibitor
0% | i | -6% | 32% | 4% | 1% | -1% | COc1cc(C(=O)OCC(=O)N2CCNC2=O)cc(Cl)c1OC | 3% | -1%
-5% | 9% | -7% | 13% | 5% | 5% | 6% | CC1CCCCN1C(=O)c1cc(S(=O)(=O)N2CCCCC2)c[nH]1 (stereo not given) | 1% | 15%
? | -7% | ? | 5% | -6% | -7% | -13% | O=C(O)CN1C(=O)SC(Nc2ccccc2C(=O)O)C1=O (stereo not given) | 21% | -21%
0% | -7% | -21% | 1% | 0% | 434%&0%[activator] | 37% | N#Cc1nc(-c2ccccc2F)oc1NC1CCCCC1 | 0% | 16%
-1% | -3% | -35% | 46%[activator] | nt | -12% | 17% | CCN(CC)c1ccc(C2C(C(=O)OCCOC)=C(C)NC3=C2C(=O)CCC3)cc1 (stereo not given) | 54%[activator] | -21%
6% | 4% | -6% | 11% | nt | -6% | 15% | COc1ccccc1NC(=O)CSc1nnnn1Cc1ccccc1 | -6% | 0%
-8% | -3% | -17% | 86%[activator] | -9% | ? | 7% | COc1ccc(-c2nnc(NC(=O)c3cc(Cl)ccc3Cl)o2)cc1 | 17% | 9%
47%[activator] | nt | -26% | 27% | nt | nt | 6% | NS(=O)(=O)c1ccc(S(=O)(=O)N2CCN(c3nc(-c4cccs4)nc4ccccc34)CC2)cc1 | nt | 0%
-5% | 9% | -12% | 31% | -6% | 0% | 11%[57.1 µM] | O=C(c1ccc(-n2cccc2)cc1)N1CCOCC1 | 7% | 0%
0% | -16% | 17% | 59%[activator] | 0% | 0% | 26% | O=Cc1ccc(OCc2ccc3c(c2)OCO3)cc1 | -2% | -2%
-5% | i | -14% | 13% | 2% | -15% | 8% | Cc1ccc(CNC(=O)c2c(C)oc3nc(C)nc(N4CCOCC4)c23)cc1 | -9% | 9%
2% | nt | -1% | ? | nt | -3% | 23% | CCOC(=O)N1CCN(C(=O)Cc2ccc(C)cc2)CC1 | 5% | 17%
-7% | -8% | -1%[11.4 µM] | 26% | -1% | ? | 26% | O=C(O)c1[nH]c2ccc([N+](=O)[O-])cc2c1-c1ccccc1 | -17% | 28%[11.4 µM]
-1% | -10%[11.5 µM] | ? | 14% | nt | 1% | 6% | N/C(=N\OC(=O)COc1ccc2ccccc2c1)c1ccccn1 | 6% | -4%
1% | -5% | -7% | 43%[activator] | 1% | 16% | -3% | COc1c2c(cc3oc(=O)c4c5ccc(O)cc5oc4c13)OC(C)(C)CC2 | 2% | 4%
-1% | -1% | 16µM* | 11% | 3% | ? | 7% | COCCN1C(=O)C(O)=C(C(C)=O)C1c1ccc(OC)c(OC)c1 (stereo not given) | 7% | -13%
-4% | 9% | -14% | 14% | -3% | -11% | -2%[57.1 µM] | COC(=O)Cc1c(C)[nH]n(-c2cc(Cl)cc(Cl)c2)c1=O | -3% | -21%
-5% | i | 9% | 42%[activator] | -3% | 8% | 8% | O=C(NCCc1cccs1)C(c1ccccc1)c1ccccc1 | -5% | 5%
4% | i | -17% | -1% | 2% | -10% | -7%[57.1 µM] | Cc1ccc(CN(C)C(=O)CC2C(=O)NCCN2CC2CCCCC2)cc1 (stereo not given) | 3% | -19%
-5% | -9% | 30% | 104%[activator] | 4% | 13% | 21%[11.4 µM] | COc1cccc(N2CCN(c3cnc4ccccc4n3)CC2)c1 | 7% | -41%
3% | nt | -23% | 15% | nt | ? | 9% | COc1cc(Cl)cc(C#N)c1OCC(=O)O | -7% | 24%
19% | i | 20µM* | 35%[activator] | 1% | -25% | 9%[57.1 µM] | O=C(CSc1nc(-c2ccccc2)no1)N1CCN(c2ccccc2F)CC1 | -2% | 1%
-6% | 0% | -12% | 20% | -6% | -16% | 10% | CCCCN1C(=O)c2ccc(C(=O)OCC(=O)N3CCN(c4ccccc4)CC3)cc2C1=O | 3% | -38%
? | 0% | ? | 5%[57 µM] | 15% | 16µM* | -20% | COc1ccc(Cn2c(-c3ccc(OC)cc3)n[nH]c2=S)cc1 | 0% | -38%
2% | -10% | -16% | 21% | 10% | ? | 23% | O=C(Nc1ccc(NC(=O)c2ccc3c(c2)OCO3)cc1)c1cccc(Cl)c1 | 3% | 7%
-1% | -3% | -12% | 28% | 4% | -15% | -18% | O=C(NCc1ccco1)C1CCN(c2ccc(N3CCOCC3)nn2)CC1 | 8% | 0%
0% | 5% | 5% | 31% | 1% | 0% | 14% | Cc1cc([N+](=O)[O-])nn1Cc1ccc(C(=O)N/N=C/c2ccc(F)cc2)cc1 | 5% | -29%
2% | i | ? | -4% | 10% | -8% | -26% | O=C1NC(c2cc(Cl)cc([N+](=O)[O-])c2O)Nc2ccccc21 (stereo not given) | ? | 14%
-10% | 6% | 8% | 35% | -1% | -4% | 10%[57.1 µM] | CCCCNC(=O)CC1S/C(=N/N=C/c2ccc(OC)cc2)NC1=O (stereo not given) | -13% | 7%
1% | -3% | 1% | 8% | -10% | -18% | 7% | CCc1ccccc1NC(=O)Cn1c(=O)n(CCc2ccccc2)c(=O)c2sc3ccccc3c21 | -2% | 2%
8% | 4% | -20% | 22% | 4% | -17% | 3% | C/C(=C\c1ccco1)CN1CCC(N2CCC(C(=O)N3CCOCC3)CC2)CC1 | 0% | -14%
-3% | 0% | -3% | 26% | 0% | 1%&9% | 22% | OC[C@@H](O)[C@@H](O)[C@H](O)[C@@H](O)CO | 2% | -4%
6% | -2% | -15% | 28% | 5% | 8% | -17% | O=C(NC(NC1CCS(=O)(=O)C1)C(=O)c1cccs1)c1ccccc1 (stereo not given) | 1% | 9%
0% | 8% | 3% | 11% | 9% | -24% | 38%[activator] | COc1ccc(C(=O)Oc2c(Sc3ccc(C)cc3)c(C)nn2C(C)(C)C)cc1OC | -2% | 8%
-3% | -4% | -16% | 21% | -12% | 6% | -5% | Cc1onc(-c2c(Cl)cccc2Cl)c1C(=O)N1CCc2ccccc2C1 | 4% | 5%
17% | -13% | -13% | 20% | 1% | -19% | 15%[57.1 µM] | CCCc1nn2c(=O)cc(COC(=O)c3cccc(NC(=O)c4ccc(OCC)cc4)c3)nc2s1 | -3% | -8%
-11% | -1% | 8%[57.1 µM] | 37% | -6% | -4% | 18%[57.1 µM] | Cc1ccc(N2C(=O)c3ccc(N)cc3C2=O)cc1 | -5% | 9%[11.4 µM]
3% | 1% | -19% | 53%[activator] | 10% | -1% | -1%[57.1 µM] | O=C(NCCCn1ccnc1)/C(=C\c1cccs1)NC(=O)c1cccs1 | 4% | 20%
5% | 1% | 0% | 31%[57 µM] | 8% | -17% | 14%[57.1 µM] | O=C(NCc1ccc(Cl)cc1)C1=Cc2cc(Br)ccc2OC1 | 6% | 7%
-5% | -8% | -5% | 6% | nt | 0% | 9% | Cc1ccc(SCC(=O)OCC(=O)N(C)CC(=O)Nc2ccccc2Cl)cc1 | -5% | -3%
0% | -3% | -5% | 44%[activator] | -10% | -17% | 8% | Brc1ccc2nc(-c3ccncc3)c(NC3CCCC3)n2c1 | 9% | -1%
-3% | -1% | -10% | 21% | 1% | 0% | 7%[57.1 µM] | COC(=O)c1[nH]c2ccc(C)cc2c1NC(=O)NC1CCCCC1 | 3% | -40%
-3% | 9% | -6% | 42%[activator] | -1% | -16% | 10% | CCC(C)Sc1ccc([C@H]2N[C@@](C)(C(=O)OC)[C@H]3C(=O)N(CC)C(=O)[C@@H]23)cc1 (stereo not given in full) | 0% | 29%
0% | 2% | -17% | 14% | -9% | 35µM* | -12% | COc1ccc(C(=O)NC(=S)NNC(=O)c2c(-c3ccccc3)noc2C)cc1 | 36%[activator] | 5%
-6% | 7% | -15% | 20% | 1% | 0% | -11%[57.1 µM] | CCc1cc2cc(C(=O)Nc3ccc(C)cc3)sc2s1 | 11% | 26%

Compounds shown so far with a thiophene ring, fused or not (six):
Pin1 inhibitor | PGK inhibitor | JMJD2A Tudor inh | HP1b binding inh | ERG-DNA inh | 12-LOX inh | rTrxR1 inhibitor | molecule | GLS inh | RGS4 inhibitor
47%[activator] | nt | -26% | 27% | nt | nt | 6% | NS(=O)(=O)c1ccc(S(=O)(=O)N2CCN(c3nc(-c4cccs4)nc4ccccc34)CC2)cc1 | nt | 0%
-5% | i | 9% | 42%[activator] | -3% | 8% | 8% | O=C(NCCc1cccs1)C(c1ccccc1)c1ccccc1 | -5% | 5%
1% | -3% | 1% | 8% | -10% | -18% | 7% | CCc1ccccc1NC(=O)Cn1c(=O)n(CCc2ccccc2)c(=O)c2sc3ccccc3c21 | -2% | 2%
6% | -2% | -15% | 28% | 5% | 8% | -17% | O=C(NC(NC1CCS(=O)(=O)C1)C(=O)c1cccs1)c1ccccc1 (stereo not given) | 1% | 9%
3% | 1% | -19% | 53%[activator] | 10% | -1% | -1%[57.1 µM] | O=C(NCCCn1ccnc1)/C(=C\c1cccs1)NC(=O)c1cccs1 | 4% | 20%
-6% | 7% | -15% | 20% | 1% | 0% | -11%[57.1 µM] | CCc1cc2cc(C(=O)Nc3ccc(C)cc3)sc2s1 | 11% | 26%
